DAGLB inhibitor = diacylglycerol lipase beta (human) inhibition | hit rate 0.059% among 340,000 | HEK293T DAGLB membrane lysate, EnzChek fluorogenic substrate | inhibition, % at 5.17 µM | Q8NCG7 | AID 504411; in the data active means inhibition above about 34%;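 further: 0% = enzyme with vehicle and 100% = wells lacking enzyme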
Target sequence (Q8NCG7 whole entry, looked up): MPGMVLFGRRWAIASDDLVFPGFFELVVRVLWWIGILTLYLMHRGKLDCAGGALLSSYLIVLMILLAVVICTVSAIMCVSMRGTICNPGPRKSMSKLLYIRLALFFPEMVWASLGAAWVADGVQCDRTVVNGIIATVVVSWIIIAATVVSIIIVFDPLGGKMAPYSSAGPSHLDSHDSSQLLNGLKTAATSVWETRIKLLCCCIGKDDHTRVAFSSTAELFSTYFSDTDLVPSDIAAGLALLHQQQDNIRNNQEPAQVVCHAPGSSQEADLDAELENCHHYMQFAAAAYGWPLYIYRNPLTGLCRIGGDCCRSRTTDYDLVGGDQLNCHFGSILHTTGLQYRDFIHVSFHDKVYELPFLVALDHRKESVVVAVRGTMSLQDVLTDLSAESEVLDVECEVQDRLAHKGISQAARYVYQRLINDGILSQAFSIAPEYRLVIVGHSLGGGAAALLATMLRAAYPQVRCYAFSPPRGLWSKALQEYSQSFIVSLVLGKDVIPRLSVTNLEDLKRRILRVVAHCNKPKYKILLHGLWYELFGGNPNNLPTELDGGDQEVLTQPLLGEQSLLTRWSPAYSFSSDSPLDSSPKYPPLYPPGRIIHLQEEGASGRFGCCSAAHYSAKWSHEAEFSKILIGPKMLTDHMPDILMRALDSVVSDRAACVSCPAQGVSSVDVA
V-ATPase pH = yeast V-ATPase proton transport regulation by pHLuorin | S. cerevisiae, pHLuorin cytosolic pH fluorescence | hit rate 0.37% among 350,000 | response, % at 10 µM | AID 504577; in the data active means response mostly above about 7.3%, no sharp cut-off; inactive means mostly below about 5.4%; further: actives read high; inactives centre near 0; some compounds called inactive have numbers as strong as hits; reference of the scale not given here
Arrestin-AP2 inh = blocks beta-arrestin peptide binding to AP2 adaptin; inhibition, % at 10 µM; AID 504490; hit rate 0.31% among 340,000; FITC-arrestin peptide / GST-AP2 beads, flow cytometry; AP2 beta2 appendage carries R879A mutation;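 active means inhibition above a set limit, near 3 SD of compounds lacking own fluorescence, cut at about 54% in these data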;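 further: plate controls were DMSO wells for no effect and 5 µM unlabelled arrestin peptide for full effect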
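test system = AP2 appendage R879A on GSH beads | buffer or medium = PBS plus Tween 20 (0.05%) and BSA (0.1%) | incubation = 12 min plus 1 h, RT | detection = bead flow cytometry, FITC channel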
DSG3 Ab inh = inhibitors of pemphigus antibody binding to human desmoglein-3; P32926; DSG3-coupled beads, scFv-anti-DSG3-GFP binding, flow cytometry; stronger effect = lower value; hit rate 0.48% among 310,000; AID 588358; binding (percent of control), % at 10 µM;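 active means binding more than 3 SD below its plate's average and above zero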; further: some compounds called inactive have numbers as strong as hits
PKA-R2B activ = PKA-R2B complex activation; P22694+P31323; PKA-R2B holoenzyme dissociation, Cy5-IP20 fluorescence polarization; R2B truncated from residue 108, S112A mutant; 0% DMSO only, 100% 113 µM cGMP; activation, % at 11.4 µM; hit rate 0.079% among 340,000; AID 504700;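 active means activation above a cutoff set at the mean over all compounds plus 3 SD, cut at about 18% in these data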;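 further: higher means more holoenzyme dissociation and a rise in polarization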
PKA-R1A act = activators of PKA-R1A complex; P00514+P68181; PKA-R1A dissociation, Cy5-IP20 fluorescence polarization; scaled: DMSO 0%, 113 µM cGMP 100%; activation, % at 11.4 µM; hit rate 0.083% among 340,000; AID 504707;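 active means percent activation above the mean of all tested compounds plus 3 SD, cut at about 19% in these data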;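 further: higher means more PKAc released from R1A so a rise in polarization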
HTR5A ag ctr = HTR5A agonism, opioid heterodimer counter-screen; P47898; HTR5A agonist assay, luminescence, cell-based; activation, % at 9.3 µM; hit rate 0.61% among 340,000; in the data active means activation mostly above about 9.5%, no sharp cut-off; inactive means mostly below about 7.6%;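 further: 0% = cells with vehicle only and 100% = reference agonist; strong numbers were not always called active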
Target sequence (P47898 whole entry, looked up): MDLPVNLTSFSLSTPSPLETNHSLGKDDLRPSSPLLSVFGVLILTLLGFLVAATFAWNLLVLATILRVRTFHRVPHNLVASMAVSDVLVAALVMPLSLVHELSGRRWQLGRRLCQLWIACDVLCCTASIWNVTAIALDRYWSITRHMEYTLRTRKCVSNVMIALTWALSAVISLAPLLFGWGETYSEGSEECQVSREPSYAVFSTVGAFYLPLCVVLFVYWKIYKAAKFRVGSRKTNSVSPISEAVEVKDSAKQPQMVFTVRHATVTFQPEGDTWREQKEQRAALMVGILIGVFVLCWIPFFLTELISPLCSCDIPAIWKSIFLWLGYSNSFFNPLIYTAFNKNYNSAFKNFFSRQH
HTR5A inv ctr = HTR5A inverse agonism, opioid heterodimer counter-screen. HTR5A cell line, luminescence. hit rate 0.083% among 340,000. AID 504634. P47898. inhibition, % at 9.3 µM; in the data active means inhibition mostly above about 23%, no sharp cut-off; inactive means mostly below about 18%;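 further: 0% = cells with DMSO and 100% = no-cell wells with DMSO; some compounds called inactive have numbers as strong as hits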
MOR-DOR inv ag = mu-delta opioid heterodimer inverse agonism | P35372+P41143 | cell-based MOR-DOR heterodimer luminescence | inhibition, % at 9.3 µM | hit rate 0.21% among 340,000; in the data active means inhibition above about 22%, passing the limit was not always enough;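 further: 0% = cells with DMSO and 100% = wells without cells with DMSO; values of inactives mirror those of a sister screen read the other way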
MOR-DOR ag = agonists of human mu-delta opioid receptor heterodimerization | P35372+P41143 | cells, OPRM1-OPRD1 heterodimerization, luminescence | activation, % at 9.3 µM | hit rate 0.3% among 340,000; in the data active means activation above about 18%;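 further: 0% = vehicle-treated cells and 100% = reference agonist; values of inactives mirror those of a sister screen read the other way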
The depositor's hits bear a star; x = no result given.

SMILES	DAGLB inhibitor	V-ATPase pH	Arrestin-AP2 inh	DSG3 Ab inh	PKA-R2B activ	PKA-R1A act	HTR5A ag ctr	HTR5A inv ctr	MOR-DOR inv ag	MOR-DOR ag
CN(C)CCCNC1=CC(=O)OC12CCCCC2	2	2	10	100	0	-6	5	-15	9	-1.5
COc1ccc(CCC(C)NCC2CCCCC2)cc1 (configuration not stated)	-1	1	38	102	-5	-8	3	-7	-21	4.0
O=C(Nc1ccccc1[N+](=O)[O-])c1cccc(N2C(=O)CCC2=O)c1	-4	3	25	x	1	-9	7	-12	-25	4.8
O=C(CCS(=O)(=O)c1ccc(Cl)cc1)NCCC1=CCCCC1	0	-1	30	101	-3	-5	-2	8	12	-3.8
Cc1cccc(NC(=S)N/N=C/c2c[nH]c3ccccc23)c1	2	-1	22	99	-1	-12	-4	10	-74	15
COc1ccc(S(=O)(=O)Cc2ccc(C(=O)N3CCCC3)o2)cc1	0	-5	4	103	5	8	-1	2	11	-2.2
Cc1ccc(S(=O)(=O)N(C)C[C@@H]2Oc3c(NS(C)(=O)=O)cccc3C(=O)N([C@H](C)CO)C[C@@H]2C)cc1	-5	-1	-4	96	-2	8	3	-11	2	-0.3
O=S(Cc1ccccc1)Cc1ccccc1	1	3	6	101	-4	-5	4	25	12	-2.4
COc1ccc(CCC(=O)N2CCN(S(=O)(=O)c3ccc(OC)cc3)CC2)cc1	-2	2	12	97	2	7	3	-8	11	-2.6
N=c1oc2ccc(Br)cc2cc1C(=O)NCc1ccccc1	0	-1	-8	113	-9	-2	-3	0	9	-1.7
O=C(CCC1CCCC1)N1CCN(C(=O)COc2ccccc2)CC1	0	2	-8	x	-5	-15	-6	14	9	-2.1
Cc1ccc(S(=O)(=O)N2CCC(C(=O)Nc3ccc(S(=O)(=O)N4CCCC4)cc3)CC2)cc1	-1	-3	8	94	-1	-8	10	-1	-30	4.8
CN1CCN(c2nc3nonc3nc2N2CCN(C)CC2)CC1	-2	2	3	109	-5	2	0	11	-2	0.4
CC(=O)c1ccc(OC(=O)COc2ccccc2)cc1	0	1	-10	104	1	1	-1	3	13	-2.6
CCCCNC(=O)C1CC(=O)N(C2CCCC2)C1 (configuration not stated)	-4	-5	27	99	1	9	4	-2	-2	0.4
Cc1ccc(CNC(=O)CSc2nc3[nH]ncc3c(=O)[nH]2)cc1	0	4	0	106	1	11	2	-5	12	-2.2
Cc1ccc(-c2nnc(Nc3ccc(CC(N)=O)cc3)c3ccccc23)cc1	8	4	1	102	8	0	-10	25	12	-1.9
O=C(Nc1ccc(Cl)cc1C(F)(F)F)C(Sc1nnc(-c2cccs2)o1)c1ccccc1 (configuration not stated)	-2	0	14	100	-6	-7	1	-3	-11	2.0
O=[N+]([O-])c1ccc(N2CCCCC2)cn1	-1	2	20	83	7	6	-4	10	8	-1.2
COc1ccc(C2C(C(=O)Nc3ccccn3)=C(C)Nc3ncnn32)c(OC)c1 (configuration not stated)	-2	-2	1	102	8	-12	-5	15	8	-1.4
CCOc1ccc(CCNC(=O)CSCC(=O)Nc2ccc(OC)cc2)cc1OCC	3	-3	35	102	-1	-8	-1	2	4	-1.0
COc1ccc(CCNC(=O)c2c([S-])n(-c3ccc(C)cc3)c3cccc[n+]23)cc1	2	5	-23	99	-10	-4	7	-21	-21	4.2
COc1cccc(NC(=O)c2nn(C)c3c2CS(=O)(=O)c2ccccc2-3)c1	1	-3	5	104	0	-2	1	-2	1	-0.1
C/C(=N\NC(=O)c1ccco1)c1cccc2ccccc12	2	1	-7	117	0	-5	11	-16	8	-1.0
O=C(Nc1cccc2ccccc12)/C(=C/c1cccc([N+](=O)[O-])c1)NC(=O)c1cccs1	3	-3	28	94	1	0	-2	-22	16	-3.0

Shown field by field: entries from further up
O=S(Cc1ccccc1)Cc1ccccc1
- DAGLB inhibitor = 1
- V-ATPase pH = 3
- Arrestin-AP2 inh = 6
- DSG3 Ab inh = 101
- PKA-R2B activ = -4
- PKA-R1A act = -5
- HTR5A ag ctr = 4
- HTR5A inv ctr = 25
- MOR-DOR inv ag = 12
- MOR-DOR ag = -2.4
COc1ccc(CCC(=O)N2CCN(S(=O)(=O)c3ccc(OC)cc3)CC2)cc1
- DAGLB inhibitor = -2
- V-ATPase pH = 2
- Arrestin-AP2 inh = 12
- DSG3 Ab inh = 97
- PKA-R2B activ = 2
- PKA-R1A act = 7
- HTR5A ag ctr = 3
- HTR5A inv ctr = -8
- MOR-DOR inv ag = 11
- MOR-DOR ag = -2.6

(further entries)
SMILES	DAGLB inhibitor	V-ATPase pH	Arrestin-AP2 inh	DSG3 Ab inh	PKA-R2B activ	PKA-R1A act	HTR5A ag ctr	HTR5A inv ctr	MOR-DOR inv ag	MOR-DOR ag
CCOC(=O)N1CCN(C(=O)c2cc(OC)c(OC)c(OC)c2)CC1	-2	0	-11	97	8	7	-1	1	-1	0.1
CCOC(=O)c1c(-c2ncc(C(F)(F)F)cc2Cl)noc1C	-4	-1	10	89	-12	-6	2	-5	4	-0.7
Nc1nc(-c2ccccc2)cc(N2CCCCC2)n1	0	4	10	103	-10	3	4	3	16	-3.1
O=C(CSc1nc2c(c(=O)n1-c1ccc(Cl)cc1)SCC2)N1CCCC1	-1	-1	14	94	-2	-1	0	18	16	-2.7
O=C(CSc1nc(-c2ccco2)cc(C(F)(F)F)n1)N1CCc2ccccc2C1	-6	0	4	106	-8	-7	0	1	-22	4.0
Cc1cc(C)c[n+](C[n+]2cc(C)cc(C)c2)c1	-1	4	36	103	-2	12	4	-10	12	-2.3
Cc1cccc(N(Cc2ccc(Cl)cc2)S(C)(=O)=O)c1	-1	-1	-2	98	4	-2	-1	9	-7	1.3
Cc1cc2c(cc1C)C(c1cc(Br)ccc1F)CC(=O)N2 (configuration not stated)	0	0	-1	101	-2	-5	-1	3	-14	2.6
CCc1ccc(S(=O)(=O)Nc2c(C)nc3nc[nH]n3c2=O)cc1	-1	-2	-14	117	3	3	4	-7	18	-3.5
CC(C)(C)c1ccc(C(=O)c2c[nH]c(C(=O)NCC3CCCO3)c2)cc1 (configuration not stated)	0	-1	19	94	6	3	2	-4	6	-1.2
CCOC(=O)c1ccc(NC(=O)CSc2nc(=O)n(CCN3CCOCC3)c3c2CCC3)cc1	2	-1	-7	96	-11	-3	-3	-20	0	0.0
COCC(=O)Nc1cc(OC)ccc1OC	2	1	1	x	10	2	1	-3	0	-0.1
CCc1ccc(OCC2NCCc3cc(OC)c(OC)cc32)cc1 (configuration not stated)	-2	1	11	82	-2	-11	-3	6	0	0.0
O=C(NC(=S)NNC(=O)c1ccco1)c1ccc(Br)cc1	-1	-2	-4	124	7	-5	0	1	14	-2.7
Cc1cc(C)nc(N(C#N)Cc2ccccc2Cl)n1	-11	x	-1	115	-2	-4	1	-2	-15	2.5
COc1ccc(C2C(C#N)=C(N)Oc3cc(C)[nH]c(=O)c32)c(OC)c1OC (configuration not stated)	-3	3	-4	100	-4	2	5	-15	13	-2.5
CC1=C(C(=O)N2CCOCC2)C(c2ccccc2F)NC(=O)N1 (configuration not stated)	1	-2	10	97	-6	-13	1	-4	10	-1.7
CN(Cc1ccc(Cl)cc1Cl)C(=O)C1CC(=O)N(Cc2ccco2)C1 (configuration not stated)	-5	-2	x	105	-8	8	x	x	x	x
O=C(O)COc1ccc(NC(=O)c2ccc(NC(=O)c3ccco3)cc2)cc1	-1	-5	-1	97	4	-1	-3	8	5	-1.1
CCOc1ccc(C(=O)/C=C/c2cn(CN3CCN(C)CC3)c3ccccc23)cc1	-6	-2	9	102	-4	0	0	13	-32	5.8
O=C(COC(=O)C1CC2C=CC1C2)Nc1ccc2c(c1)OC(F)(F)O2 (configuration not stated)	-16	0	22	102	3	0	2	4	-7	1.4
C/C(=N\NC(=S)Nc1ccc(F)cc1)C1CC1	6	-7	0	101	-3	8	-2	-17	-16	2.9
CNCc1ccccc1Sc1ccc(O)c(O)c1	-1	-2	19	57*	-2	-2	1	-3	-91	15
CCOC(=O)CNc1c(-c2ccc(O)cc2)nc2ccc(Cl)cn12	5	-1	1	100	-1	-3	2	-9	9	-1.6
COc1ccc(-n2ncc3c(=O)n(CC(=O)NC(C)C)cnc32)cc1	-1	2	-1	120	0	-14	0	1	7	-1.4

Carrying on:
SMILES	DAGLB inhibitor	V-ATPase pH	Arrestin-AP2 inh	DSG3 Ab inh	PKA-R2B activ	PKA-R1A act	HTR5A ag ctr	HTR5A inv ctr	MOR-DOR inv ag	MOR-DOR ag
CCCS(=O)(=O)c1nc(S(=O)(=O)c2ccc(C)cc2)c(N2CCC(O)CC2)s1	4	5	-13	98	-5	5	7	4	5	-0.9
CCN(CC)C(=O)C1=C(C)N(Cc2ccc(OC)cc2)C(=O)C(CC(=O)NC2CC2)C1 (configuration not stated)	-3	1	x	102	7	2	x	x	x	x
COC(=O)c1cccc2c1-c1ccccc1/C2=N/O	-5	-3	-3	108	-12	-14	-3	5	-8	2.0
Cc1cc(C)n2nc(C(=O)OCC(=O)N3CC(C)CC(C)C3)nc2n1 (configuration not stated)	0	2	-2	102	11	2	-2	6	11	-2.0
Cc1ccccc1NNC(=O)C(=O)NNc1ccccc1C	0	-7	5	110	-4	-3	6	9	17	-3.2
COc1ccc(OCc2cc(C(=O)N3CCCC3)no2)c2ccccc12	1	2	-5	97	-6	0	5	-12	-22	4.1
O=C(Nc1nnc(-c2ccc(Cl)s2)o1)C1CC1	-1	-1	2	107	0	0	-1	2	-1	0.2
O=C(O)CC1c2ccccc2CCN1S(=O)(=O)c1ccc(F)cc1 (configuration not stated)	-1	3	-3	106	-5	0	3	-7	11	-2.1
O=C(O)C1CCN(c2ccc([N+](=O)[O-])cc2[N+](=O)[O-])CC1	-1	-3	7	98	1	0	2	-6	-1	0.2
Cc1cccc(C)c1NC(=S)NCCc1ccccn1	-1	5	2	101	-8	-1	3	-10	5	-0.9
Cc1nc(N)[nH]c(=O)c1CCCNc1ccc(CCCCC2(CCl)OCCO2)cc1	6	-4	-6	106	-1	-11	1	-3	8	-1.7
O=C(Nc1ccc2oc(-c3ccncc3)nc2c1)c1ccccc1F	5	1	7	102	-7	11	-2	-1	6	-1.0
Cc1ccc2oc(=O)c3cnn(CC(=O)NCCC(C)C)c3c2c1	2	-3	x	98	16	5	2	-31	9	-1.7
COc1ccc(OC)c2cc3ccccc3cc12	-2	-9	21	90	2	2	0	0	-24	4.7
COc1ccc(C2C3=C(CC(C)(C)CC3=O)Nc3c2c(=O)[nH]c(=O)n3Cc2ccccc2)cc1 (configuration not stated)	5	0	-5	105	-9	12	3	-8	16	-3.2
Cn1c(N)c(C#N)c2c(c1=S)CSC(C)(C)C2	2	-1	1	105	-2	-6	-1	-1	8	-1.5
Cc1ccc(N(Cc2cc3ccccc3[nH]c2=O)C(=O)c2cccs2)cc1	0	-1	-14	123	-10	-9	0	8	11	-2.0
Cc1cccc(NC(=O)c2nc[nH]c2C(=O)NCCCCCNC(=O)OC(C)(C)C)c1	-1	2	8	110	-12	-3	0	-58	-71	12
CC1(C)c2[nH]c3ccccc3c2C[C@@H]2C(=O)N(Cc3ccccc3Cl)C(=O)N21	1	11	4	98	9	8	5	-25	-25	4.6
Cc1nnsc1C(=O)N1CCC(CO)(Cc2ccccc2Cl)CC1	0	1	6	98	-10	-7	-1	17	16	-3.2

Bioassay records: PubChem, several laboratories
